# Source: PubChem (National Center for Advancing Translational Sciences (NCATS))
# Mito fusion yeast = blocks mitochondrial division or promotes mitochondrial fusion; Potency, µM (highest dose often 46.1 µM), inactives show top-dose growth rescue (activation), actives largely listed as activators; S. cerevisiae fusion-defective mutant growth rescue, CellTiterGlo 48 h; AID 485298; hit rate 0.23% among 320,000;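 note: potency is the fitted concentration of half-maximal effect; % of control where 0% means no effect; nearly all actives have a fitted effect of over 45% in size; temperature-sensitive fusion mutants such as fzo1-1 at 37 °C on non-fermentable ethanol glycerol medium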
#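 Growth-rescue viability read-out: after 48 h at the non-permissive 37C in glycerol/ethanol YPEG, yeast mitochondrial fusion mutants are measured by CellTiterGlo luminescence; compounds (23 nl pinned per well) restoring growth score as division inhibitors or fusion activators.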
# Rab9 prom act = activators of Rab9 promoter; Potency, µM (series often up to 9.22 µM), without a hit: at the highest dose activation, negative = inhibition, usual class: activators; AID 485297; Huh7 Rab9 promoter-luciferase reporter, luminescence, 24 h; hit rate 2.8% among 320,000; note: potency is the fitted concentration of half-maximal effect; % of control where 0% means no effect; nearly all actives have a fitted effect of over 60% in size
#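 Cells were plated at 1500 per well in reduced-serum medium with 10% FBS and left 2 h. Compound in DMSO was then added for 24 h at 37 °C. Reporter signal was read by luminescence after 10 min with luciferase detection reagent.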
# RORg inh = ROR gamma (mouse) transcription inhibition; P51450; Drosophila S2 Gal4-RORgamma UAS-luciferase reporter, 20 h; Potency, µM (highest dose often 53.6 µM), without a hit: at the top dose activity change, negative = inhibition, usual class: inhibitors; hit rate 5.4% among 310,000; AID 2551; note: potency is the fitted concentration of half-maximal effect; % is set by controls: 0 for no effect and ±100 for the full control effect; nearly all actives have a fitted effect of over 60% in size
#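 ROR gamma transcriptional activity was tracked as Gal4-UAS luciferase output in stably transfected Drosophila Schneider cells, with compound added 1 hr before 700 uM copper sulfate induction and a 20 hr ambient-temperature incubation.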
# NPC1 promoter act = activates the NPC1 promoter | hit rate 2.4% among 320,000 | Potency, µM (top dose mostly 9.22 µM), for inactives: top-dose activation, usual class: activators | Huh7 NPC1 promoter luciferase reporter, 24 h;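 note: potency is the fitted concentration of half-maximal effect; % of control where 0% means no effect; nearly all actives have a fitted effect of over 60% in size; reporter is driven by a mutant NPC1 promoter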
#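 Quantitative HTS used a cell-based reporter: Huh7 cells stably bearing the NPC1 promoter upstream of luciferase were treated with compounds for 24 h, and promoter activation was read as luminescence.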
# KCNH2 3.1 block = KCNH2 3.1 (human) potassium channel inhibition; U2OS KCNH2 3.1, thallium flux FluxOr; active compounds read low; activity change, % (tested at about 1.8 µM); hit rate 0.95% among 340,000;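 active = maximum activity change below -70%; inconclusive = maximum activity change from -70% to -50%; inactive = maximum activity change above -50%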;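 note: thallium influx rate constant from kinetic fluorescence after stimulation buffer; % is set by controls: 0 for no effect and ±100 for the full control effect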
#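 FluxOr-based Tl+ influx in U2OS cells transduced with KCNH2 3.1 virus; rate constants normalized to DMSO controls.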
# VP16 counter = Gal4-VP16 reporter inhibition counter-screen | Drosophila S2 Gal4-VP16 UAS-luciferase, luminescence, 20 h | Potency, µM (top dose mostly 53.6 µM), without a hit: top-dose activity, negative = inhibition, most hits filed as inhibitors | hit rate 3.5% among 310,000;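 note: Gal4-VP16 expression switched on by copper sulfate through the metallothionein promoter; potency is the fitted concentration of half-maximal effect; % is set by controls: 0 for no effect and ±100 for the full control effect; nearly all actives have a fitted effect of over 50% in size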
# ELG1 DNA repair = blocks ELG1-dependent DNA repair in HEK293T cells; Potency, µM (top dose mostly 46.1 µM), inactives show top-dose activity change, negative = inhibition, most hits filed as inhibitors; HEK293T ELG1-luciferase reporter, luminescence, 16 h; DNA damage induced by 5-fluorouridine; hit rate 2.3% among 330,000; note: potency is the fitted concentration of half-maximal effect; % is set by controls: 0 for no effect and ±100 for the full control effect; nearly all actives have a fitted effect of over 55% in size
#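 Cells (2,000 per well) received 5-fluorouridine plus test compound or DMSO and were incubated 16 hr at 37 °C, 5% CO2. Luciferase activity was read by luminescence 30 min after ONE-Glo addition; signal suppression marked inhibition of damage-induced ELG1 function.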
# FLuc counter = inhibits or activates purified firefly luciferase, miR-21 counter-screen; Potency, µM (top dose mostly 57.5 µM), without a hit: at the highest dose activity change, negative = inhibition, actives largely listed as inhibitors; purified FLuc, Km substrates, luminescence inhibition; hit rate 6.9% among 360,000;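 note: potency is the fitted concentration of half-maximal effect; plate controls were vehicle for no effect and reference inhibitor for full effect; nearly all actives have a fitted effect of over 55% in size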
# Target sequence (P08659 whole entry, looked up): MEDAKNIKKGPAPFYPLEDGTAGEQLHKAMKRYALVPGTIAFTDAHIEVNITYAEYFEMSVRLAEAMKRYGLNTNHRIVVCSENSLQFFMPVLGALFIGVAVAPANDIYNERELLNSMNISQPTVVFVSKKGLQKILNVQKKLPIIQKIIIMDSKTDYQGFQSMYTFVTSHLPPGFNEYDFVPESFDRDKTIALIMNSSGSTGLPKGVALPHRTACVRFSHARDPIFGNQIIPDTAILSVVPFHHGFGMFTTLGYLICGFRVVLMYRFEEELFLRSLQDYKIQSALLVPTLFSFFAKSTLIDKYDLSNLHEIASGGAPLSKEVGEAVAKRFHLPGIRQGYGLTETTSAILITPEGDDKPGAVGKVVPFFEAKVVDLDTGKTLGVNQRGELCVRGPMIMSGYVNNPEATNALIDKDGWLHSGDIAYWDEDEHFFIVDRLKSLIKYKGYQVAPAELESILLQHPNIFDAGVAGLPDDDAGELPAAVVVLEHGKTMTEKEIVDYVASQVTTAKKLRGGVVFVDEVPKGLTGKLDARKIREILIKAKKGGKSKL
#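 Biochemical qHTS of compounds, final roughly 60 µM downward over six points, against 10 nM purified firefly luciferase using Km concentrations of substrates (10 uM D-luciferin, 10 uM ATP) in Tris acetate pH 7.5 buffer; luminescence output.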
# PKM2 activator = activators of human pyruvate kinase M2. P14618. purified PKM2, Kinase-Glo ATP luminescence, activation; response scale: 0% is enzyme alone, no compound. Potency, µM (top dose mostly 57.5 µM), for inactives: at the top dose activation, most hits filed as activators. hit rate 0.34% among 260,000. AID 1631; note: potency is the fitted concentration of half-maximal effect; % is set by controls: 0 for no effect and ±100 for the full control effect; nearly all actives have a fitted effect of over 55% in size
#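 Purified hPK-M2 (>95%) run at intermediate activity with 0.1 mM ADP and 0.5 mM PEP in 50 mM imidazole pH 7.2, KCl, MgCl2; 1 h room temperature. ATP formed read by Kinase-Glo luminescence; normalized to uninhibited and no-enzyme controls.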
# Menin MLL FP TR = inhibitors of human menin-MLL interaction, mutant MLL peptide | O00255 | Menin + Texas Red MLL mutant peptide, fluorescence polarization | Potency, µM (highest dose often 61.6 µM), for inactives: top-dose FP activity change, negative = inhibition, most hits filed as inhibitors | hit rate 0.23% among 270,000 | AID 1768; active = well fitted inhibition curve with a large enough effect in the polarisation, with a control signal flat, not every such curve was filed as active; inconclusive = small, poorly fitted or top-dose-only effect, or effect the other way, or a change in a side signal; inactive = no such curve, though single readings can be large or run the other way; the % refers to the polarisation; note: potency is the fitted concentration of half-maximal effect; % of control where 0% means no effect; many of its hits are not listed in these tables
# MBNL1-CUG inh = MBNL1-poly(CUG) RNA binding inhibition | TR-FRET MBNL1-His/biotin-(CUG)12 binding, 665/545 ratio | Potency, µM (series often up to 57.5 µM), without a hit: top-dose activity change, negative = inhibition, hits mostly inhibitors | hit rate 0.036% among 280,000 | AID 2675; active = well fitted inhibition curve with a large enough effect in the signal ratio, with a control signal flat, not every such curve was filed as active; inconclusive = small, poorly fitted or top-dose-only effect, or effect the other way, or a change in a side signal; inactive = no such curve, though single readings can be large or run the other way; the % refers to the signal ratio; note: potency is the fitted concentration of half-maximal effect; % is set by controls: 0 for no effect and ±100 for the full control effect
# Target sequence (Q9NR56 whole entry, looked up): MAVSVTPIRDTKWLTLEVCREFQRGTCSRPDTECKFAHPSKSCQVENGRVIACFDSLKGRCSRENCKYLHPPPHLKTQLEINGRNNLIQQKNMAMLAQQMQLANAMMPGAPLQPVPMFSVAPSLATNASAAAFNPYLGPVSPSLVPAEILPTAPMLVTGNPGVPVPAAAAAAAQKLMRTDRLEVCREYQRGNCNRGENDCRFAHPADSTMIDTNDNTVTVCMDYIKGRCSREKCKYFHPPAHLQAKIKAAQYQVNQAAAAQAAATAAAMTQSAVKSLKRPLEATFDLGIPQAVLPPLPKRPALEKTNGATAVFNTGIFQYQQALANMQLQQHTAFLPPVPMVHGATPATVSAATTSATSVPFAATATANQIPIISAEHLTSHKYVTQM
#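 Inhibition of protein-RNA binding appears as loss of TR-FRET between terbium anti-His antibody on MBNL1-His and streptavidin-XL665 on biotin-(CUG)12. Activity is normalized to buffer-only and uninhibited-complex controls.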
# The depositor's hits bear a star; ? = inconclusive; nt = not tested or not shown; & = joins results of further samples; [ ] = remark or other dose. Unless noted, calls come from the whole dose curve; as a rule, active = well fitted curve in the direction sought with a large enough effect; inconclusive = small, poorly fitted or top-dose-only effect, or another doubt; inactive = no such curve, though single readings can be large; an effect the other way counts as inactive or inconclusive. A portion of the library (hit frequency here may not be typical).
SMILES,Mito fusion yeast,Rab9 prom act,RORg inh,NPC1 promoter act,KCNH2 3.1 block,VP16 counter,ELG1 DNA repair,FLuc counter,PKM2 activator,Menin MLL FP TR,MBNL1-CUG inh
CC1=NC(=O)C(N=Nc2cccc(O)c2)N1c1ccccc1 (centres undefined),26%,7%,-43%,-6%,-1,?,?,6.7µM*,2%,?,?
COc1cc(NC(=O)C2=CC(c3ccco3)=NS(=O)(=O)N2C)cc(OC)c1OC,0%,0%,4%,0%,11,2%,-1%,-2%&-3%,nt,nt,?
Cc1ccc2cc(C)c3nnc(SCC(=O)NCc4ccco4)n3c2c1,2%,7%,12%,-2%,2,-1%,-9%,2%,2%,1%,1%
COc1cc(OC)c2c(-c3ccccc3)cc(=O)oc2c1C(CCN1CCCCC1)c1ccc(N(C)C)cc1 (centres undefined),-14%,-10%,?,-7%,10,?,0%,-1%,0%,?,7%
CCCc1ccc(-c2csc(NC(=O)Cc3cccs3)n2)cc1,-5%,-8%,13µM*,-10%,-46,?,?,?,5%,?,1%
COc1ccc(NC(=O)/C(N=Nc2cc(S(=O)(=O)Nc3ccc(OC)cc3)ccc2OC)=C(\C)O)cc1,-3%,-9%,14%,-7%,-7,2%,9%,-3%,1%,-12%,-6%
O=C(Cc1ccc(F)cc1)Nc1cccc(S(=O)(=O)N2CCCC2)c1,-3%,-3%,nt,-2%,6,nt,?,1%,nt,nt,nt
COc1ccc(C)cc1NC(=S)NNC(=O)c1ccccc1Cl,6%,2%,?,-1%,0,-9%,6%,?,-1%,7%,1%
Cc1ccc(-n2c3c(c(=O)[nH]c2=O)C(NS(=O)(=O)c2ccc(Cl)cc2)(C(F)(F)F)C(=O)N3)cc1 (centres undefined),-1%,1%,-22%,-2%,-24,-12%,18%,-19%&2%,17%,-7%,-24%
CCC1=Nc2cc(C(=O)NCC3CCCO3)ccc2Sc2ccc(Cl)cc21 (centres undefined),6%,-23%,21%,-31%[inhibitor],3,26%,?,0%,3%,nt,-4%
O=S(=O)(Cc1ccccc1Cl)c1ncn[nH]1,-1%,-5%,10%,-4%,-156*,-18%,-7%,1%,-5%,nt,-7%
CSc1c(CC(=O)NCCCO)n(Cc2ccccc2)c2ccccc12,1%,-4%,25%,-16%,5,4%,-2%,-1%,3%,11%,-6%
Cc1nn(C(=O)CCCn2cc([N+](=O)[O-])cn2)c(C)c1Cl,3%,1%,2%,-9%,1,-3%,5%,-2%,8%,-4%,13%
Cc1ccc(C(C(=O)NC2CCCCC2)N(CC2CCCO2)C(=O)CNC(=O)c2cccs2)cc1 (centres undefined),21%,-1%,32%,-1%,2,-1%,-10%,0%,-2%,?,-3%
CCc1cc2c(=O)c(-c3cscn3)coc2cc1OC,-1%,2µM*,?,3.5µM*,nt,0%,?,1.7µM*,-10%,-1%,7%
Cc1ccc(C)c(NC(=O)CN(C)C(=O)c2ccccc2OCc2ccccc2Cl)c1,30%,-5%,nt,1%,0,nt,?,1%,nt,nt,nt
O=C(NC1CCCCCC1)c1cccnc1Sc1ccc(Cl)cc1,2%,-3%,1%,-2%,1,-26%,-5%,-3%,6%,9%,-6%
CCOc1cc(C(=O)CSc2nnc(CNc3ccc(Cl)cc3)o2)ccc1NC(=O)CC,-1%,-3%,?,-10%,-21,-1%,?,0%,1%,?,-2%
CCc1cc2c(=O)[nH]c(CC(N)=O)nc2s1,-4%,-6%,-3%,-2%,18,-9%[10 µM],12%,2%,2%,-14%,-8%
COc1ccc(C2/C=C\CN(C(=O)Oc3ccc(C(F)(F)F)cc3)CC(=O)N2Cc2ccc(F)cc2)cc1 (centres undefined),-13%,-6%,3%&-10%,1%,11,-1%&5%,4%,-1%,5%,16%,-5%
COc1ccc(Cc2noc(CN(C)Cc3ccc(-n4cccn4)cc3)n2)cc1OC,2%,-17%,25%,-3%,-28,-3%,?,0%,-3%,-12%,5%
COc1ccc(NC(=O)CCCC(=O)OCC(F)(F)C(F)F)cc1,0%,1%,-6%,-5%,6,8%,-2%,-3%,5%,0%,2%
O=C1c2ccccc2-c2onc3ccc(NCCCn4ccnc4)c1c23,-2%,-3%,13µM*,-1%,-14,-23%,?,?,5%,?,?
Cc1cc(C(=O)COC(=O)c2cc(O)c3ccccc3c2O)c(C)n1CC1CCCO1 (centres undefined),-12%,13%,16µM*,8%,10,-4%,0%,19µM*,nt,?,?
O=C1N=C(N2CCOCC2)S/C1=C\c1ccncc1,-2%,-3%,-4%,1%,-1,8%,-10%,-2%,-5%,nt,15%
CN(C)CCNc1oc(/C=C/c2ccccc2)nc1C#N,0%,6%,21%,10%,7,8%,?,-12%,-6%,-10%,?
Cc1cc(C)c(S(=O)(=O)c2ccc(Cl)cc2)c(=O)[nH]1,3%,-4%,20%,-2%,6,6%,-8%,-2%,nt,13%,?
COCCN(C(=O)C1CC1)c1nnc(-c2ccc(C)cc2)s1,8%,11%,?,16%,3,8%,25%,?,-1%,-15%,5%
CC(=O)c1ccccc1OCC(=O)Nc1cccc(S(=O)(=O)N2CCCC2)c1,-2%,-1%,nt,7%,4,nt,?,17µM*,nt,nt,nt
O=C(CCCc1ccccc1)Nc1cccnc1,-6%,4%,32%,15%,22,19%,?,?,-2%,-14%,-4%
COc1ccc(C(=O)N2CCN(C)C(=O)[C@@H]2C)cc1OC1CCN(C(C)=O)CC1,1%,6%,-4%,-5%,0,2%,?,1%,-10%,nt,1%
CCOc1ccc2nc(N3CCC(C(=O)Nc4nnc(CC)s4)CC3)sc2c1,9%,4µM*,-5%,1.1µM*,-6,-10%,?,?,-22%,0%,-13%
COc1ccccc1C(=O)Nc1ccc(Oc2nnc(-c3ccc(C)cc3)c3ccccc23)cc1,7%,-5%,28%,-6%,-4,-1%,?,4%,-22%,12%,-14%
O=C(NNC(=O)C(Cl)Cl)c1cnn(-c2ccccc2)c1C(F)(F)F,-1%,-4%,-18%,-4%,-2,1%,?,-5%,-1%,nt,1%
Cc1ccc(OCC(=O)N/N=C\c2cn(Cc3ccccc3)c3ccccc23)cc1C,1%,7%,11µM*,-1%,5,?,-14%,0%,2%,-18%,nt
CCOC(=O)N1CCN(c2cc(C)c(C(C)=O)cc2F)CC1,0%,-4%,16%,1%,-1,-9%,-14%,-1%,2%,-8%,10%
Cc1cccc(N(CC(=O)N2CCCCCC2)S(C)(=O)=O)c1C,3%,-1%,-13%,-1%,-6,-16%,-8%,0%,15%,22%,-1%
Cc1ccc(-n2cccc2C(=S)N=P(N(C)C)(N(C)C)N(C)C)cc1,-1%,-16%,2.2µM*,-2%,-15,6.3µM*,3%,4%,4%,-4%,-1%
CC(C)(C)Sc1ccc(N)nc1,0%,-8%,-8%[10 µM],6%,-8,1%,?,?,-3%,9%,-7%
CCc1nnc(NC(=O)CN2C(=O)CCC2=O)s1,-4%,-1%,9%,0%,-41,-3%,15%,1%,-1%,2%,-12%
O=C1/C(=C/Nc2ccc3c(c2)OCO3)CCc2ccccc21,2%,0.28µM*,-71%,0.89µM*,3,11µM*,?,0.12µM*,-71%,?,?
CCOc1ccc(S(=O)(=O)Nc2ccc(C(=O)NCC3(N4CCCCC4)CCCCC3)cc2)cc1,4%,-6%,nt,-2%,-15,nt,8%,1%,nt,nt,nt

# In another format: entries from further up
# Screens in order – Mito fusion yeast | Rab9 prom act | RORg inh | NPC1 promoter act | KCNH2 3.1 block | VP16 counter | ELG1 DNA repair | FLuc counter | PKM2 activator | Menin MLL FP TR | MBNL1-CUG inh
- COc1ccc(NC(=O)CCCC(=O)OCC(F)(F)C(F)F)cc1
 : 0% | 1% | -6% | -5% | 6 | 8% | -2% | -3% | 5% | 0% | 2%
- O=C1c2ccccc2-c2onc3ccc(NCCCn4ccnc4)c1c23
 : -2% | -3% | 13µM* | -1% | -14 | -23% | ? | ? | 5% | ? | ?
